# High-throughput results (PubChem BioAssay)
# GLP-1R agonist = GLP-1 receptor (human) agonism. HEK293 GLP-1R CRE-luciferase, luminescence, 4-6 h; cells express a hypersensitive GLP-1R form. 0.007% of 380,000 active. Potency, µM (doses to about 45.6 µM), for the others: top-dose activation, actives largely listed as activators. P43220; note: potency is the fitted concentration of half-maximal effect; % of control where 0% means no effect
# Target sequence (P43220 whole entry, looked up): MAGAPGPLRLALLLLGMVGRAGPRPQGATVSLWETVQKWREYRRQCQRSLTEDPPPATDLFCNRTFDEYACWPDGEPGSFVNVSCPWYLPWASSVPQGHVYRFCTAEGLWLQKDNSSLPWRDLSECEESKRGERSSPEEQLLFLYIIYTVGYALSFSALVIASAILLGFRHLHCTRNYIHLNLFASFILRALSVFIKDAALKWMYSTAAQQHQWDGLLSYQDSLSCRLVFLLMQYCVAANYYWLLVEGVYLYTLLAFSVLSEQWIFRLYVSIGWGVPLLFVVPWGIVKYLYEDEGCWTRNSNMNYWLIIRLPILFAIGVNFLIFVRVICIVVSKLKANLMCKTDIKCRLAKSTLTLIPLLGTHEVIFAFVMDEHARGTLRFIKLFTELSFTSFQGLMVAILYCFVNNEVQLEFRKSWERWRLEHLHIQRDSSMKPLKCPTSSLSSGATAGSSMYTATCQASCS
# D3 antag = D3 dopamine receptor (human) antagonism; P35462; D3R cells, DiscoveRx beta-arrestin luminescence, antagonist mode; active compounds read low; max response, negative = inhibition, %; 2.5% of 360,000 active; AID 652054; in the data active = max response below about -50%; inconclusive = no clear call, values can overlap the other calls; note: % is set by controls: 0 for no effect and ±100 for the full control effect; mostly tested at two doses, the higher about 12 µM
#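 Cells expressing the human receptor were seeded at 1500 cells/well, incubated overnight at 37 degrees C in 5% CO2, then exposed to library compounds with dopamine controls for 90 minutes at 37 degrees C before luminescent detection.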
# KB-V1 MDR tox = kills drug-selected multidrug resistant KB-V1 cells; KB-V1 MDR cells viability, CellTiter-Glo, 72 h; Potency, µM (top dose mostly 46.1 µM), without a hit: at the highest dose activity change, negative = cytotoxicity, hits mostly cytotoxic; 3.4% of 400,000 active; note: potency is the fitted concentration of half-maximal effect; % is set by controls: 0 for no effect and ±100 for the full control effect; nearly all actives have a fitted effect of over 60% in size
#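 Potencies derive from concentration-effect curves fitted to normalized luminescence (CellTiter-Glo) of KB-V1 cells treated for 72 h at 37 degrees C in phenol-red-free DMEM containing 10% FBS.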
# PTHR1 agonist = agonists of human PTHR1 parathyroid hormone receptor | HEK293 GP2 PTHR1 cells, GloSensor cAMP luminescence, 1 h | Potency, µM (series often up to 115 µM), for the others: at the highest dose activation, hits mostly activators | 0.075% of 410,000 active; note: potency is the fitted concentration of half-maximal effect; nearly all actives have a fitted effect of over 55% in size; some results filed as inactive show a strong effect at the top dose; inactives centre near -15; many of its hits are not listed in these tables
# Target sequence (Q03431 whole entry, looked up): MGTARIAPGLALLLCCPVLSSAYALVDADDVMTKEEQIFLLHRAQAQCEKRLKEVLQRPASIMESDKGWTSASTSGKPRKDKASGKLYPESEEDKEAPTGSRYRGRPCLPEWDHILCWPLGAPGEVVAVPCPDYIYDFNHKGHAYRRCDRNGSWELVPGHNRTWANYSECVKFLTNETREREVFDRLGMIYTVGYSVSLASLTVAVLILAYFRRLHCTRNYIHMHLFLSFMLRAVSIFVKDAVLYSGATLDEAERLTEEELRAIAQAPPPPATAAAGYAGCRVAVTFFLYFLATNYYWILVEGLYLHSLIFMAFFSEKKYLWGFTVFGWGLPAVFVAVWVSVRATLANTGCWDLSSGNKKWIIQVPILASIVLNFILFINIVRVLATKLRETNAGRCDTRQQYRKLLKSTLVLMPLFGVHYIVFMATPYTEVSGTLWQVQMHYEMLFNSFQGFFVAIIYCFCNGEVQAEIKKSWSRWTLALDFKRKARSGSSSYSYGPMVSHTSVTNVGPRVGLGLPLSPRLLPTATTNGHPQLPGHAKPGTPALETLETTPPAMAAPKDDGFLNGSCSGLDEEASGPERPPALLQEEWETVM
#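 HEK-293-derived GP2 cells expressing PTHR1 and a GloSensor cAMP reporter, 3,000/well, plated overnight, given luciferin plus IBMX (each 0.5 mM as added) for 1 h at 37 °C, then compound for 1 h at 37 °C. Luminescence was read after 15 min at room temperature.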
# TDP-43 yeast inh = rescues yeast growth from TDP-43 toxicity; TDP-43 expressing yeast growth rescue, BacTiter-Glo, 24 h; Potency, µM (series often up to 46.1 µM), without a hit: at the top dose growth rescue (activation), actives largely listed as activators; 1.8% of 410,000 active; AID 652104; note: potency is the fitted concentration of half-maximal effect; % of control where 0% means no effect; nearly all actives have a fitted effect of over 50% in size
#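 Growth rescue of TDP-43-toxic yeast measured as ATP luminescence (BacTiter-Glo). Cells grown to mid-log in raffinose, induced in galactose at OD600=0.02, exposed to compound 24 hr at 30 deg C.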
# GLP1R cytotox = cytotoxicity counter-screen for GLP-1 receptor inverse agonists; HEK293 cAMP-luciferase reporter cells, luminescence, 24 h; Potency, µM (series often up to 38.3 µM), without a hit: at the top dose activity change, negative = inhibition, hits mostly inhibitors; 0.13% of 410,000 active; AID 624418;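 note: loss of luciferase light is scored as toxicity; potency is the fitted concentration of half-maximal effect; % is set by controls: 0 for no effect and ±100 for the full control effect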
#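 Step one: seed cells (200 cells/uL, DMEM with 10% Nu serum, 1% pen-strep). Step two: 12-hour incubation at 37 deg C. Step three: pin 23 nL compound, incubate 24 hr. Step four: add luciferase reagent, read luminescence 12 min later.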
# aSyn yeast inh = alpha-synuclein toxicity inhibition in yeast; 0.14% of 370,000 active; Yeast expressing alpha-synuclein, growth rescue, BacTiter-Glo, 24 h; AID 652106; Potency, µM (doses to about 46.1 µM), without a hit: at the highest dose growth rescue (activation), actives largely listed as activators; note: potency is the fitted concentration of half-maximal effect; % of control where 0% means no effect; nearly all actives have a fitted effect of over 65% in size
#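 Rescue of yeast growth: cells expressing toxic alpha-synuclein, induced in galactose at OD600 0.02, incubated with compound 24 h at 30 C. ATP luminescence quantified growth; inhibitors of toxicity appear as activators.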
# D3 ag = agonists of human D3 dopamine receptor | P35462 | D3R DiscoveRx beta-arrestin cells, luminescence, 90 min | max activation, % | 0.58% of 410,000 active; in the data active = max activation above about 30%; note: 0% is about no effect; mostly tested at two doses, the higher about 12 µM
#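 Agonist-mode cell screen: cells plated at 1500/well and incubated overnight at 37 °C, then exposed to library compounds for 90 min at 37 °C. Detection reagent was added for 30–60 min at room temperature, and luminescence was read.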
# GLP1R inv ag = GLP-1 receptor (human) inverse agonism | AID 624417 | 1.6% of 410,000 active | Potency, µM (series often up to 38.3 µM), for inactives: top-dose activity change, negative = inhibition, most hits filed as inhibitors | P43220 | HEK293 GLP-1R CRE-luciferase, luminescence, 24 h; GLP-1R form is constitutively active; note: potency is the fitted concentration of half-maximal effect; % is set by controls: 0 for no effect and ±100 for the full control effect; nearly all actives have a fitted effect of over 55% in size
#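 Constitutively active GLP-1R drives a cAMP-responsive luciferase in stably transfected HEK293 cells; test compounds are added after overnight (12 h) attachment and left 24 hr, and signal loss in luminescence marks inhibition.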
# Active calls of the source: *; i = inactive; ? = inconclusive; . = no result given; [ ] = dose if it differs, or a comment. Unless noted, calls come from the whole dose curve; as a rule, active = well fitted curve in the direction sought with a large enough effect; inconclusive = small, poorly fitted or top-dose-only effect, or another doubt; inactive = no such curve, though single readings can be large; an effect the other way counts as inactive or inconclusive.
nr	Compound	GLP-1R agonist	D3 antag	KB-V1 MDR tox	PTHR1 agonist	TDP-43 yeast inh	GLP1R cytotox	aSyn yeast inh	D3 ag	GLP1R inv ag
1	O=C(NCc1ccccc1)c1ccc2ccccc2n1	22.0%	6.5	6.4%	i	15.0%	-5.3%	0.1%	13.9	0.0%
2	COc1ccccc1NC(=O)OCC#CCOC(=O)Nc1ccccc1OC	-9.7%	-4.8	-21.8%	-21.2%	-19.6%	-15.8%	1.0%	-2.8	?
3	COc1ccc(Cc2nnc(SCC(=O)Nc3ccc(C)c(C)c3)o2)cc1OC	19.2%	-12.8	-0.9%	-12.0%	-24.7%	-3.9%	1.6%	-7.5	3.4%
4	CC(C)(C)NC(=O)NC(=O)CSc1cccc(C(F)(F)F)c1	-3.0%	-20.2	-22.4%	-21.7%	29.5%	1.4%	9.2%	-3.4	?
5	COc1cccc(-c2cc(N3C(=O)Nc4ccccc4N3O)n[nH]2)c1	1.4%	14.9	-3.9%	-15.3%	27.9%	-4.3%	6.9%	2.9	0.7%
6	COc1ccc2cc(S(=O)(=O)NCc3cccnc3)ccc2c1	7.1%	-1.7	-26.7%	-22.7%	20.1%	-17.3%	4.3%	8.8	8.8%
7	C[N+](C)(C)C(Cc1ccccc1)C(=O)[O-] (stereo not drawn)	-3.8%	-14.8	22.6%	i	18.1%	-0.1%	2.8%	5.7	0.9%
8	COc1ccccc1C(=O)NC(CCSC)C(=O)OCC(=O)N1CCN(S(=O)(=O)c2ccc(C)cc2)CC1 (stereo not drawn)	-3.2%	-9.8	?	i	-0.1%	1.6%	0.4%	-1.0	-20.4%
9	O=C(CSc1nccc(=O)[nH]1)NC1CCCCCC1	-1.7%	-8.1	2.9%	i	-12.8%	0.0%	-3.3%	2.8	12.3%
10	CC(C)CCN1C(=O)c2ccccc2C1c1nnnn1-c1ccc2c(c1)OCCO2 (stereo not drawn)	-2.9%	0.0	?	-24.0%	4.1%	-3.4%	-1.7%	-1.9	18.3%
11	CCc1ccc(OC2(C)CCN(Cc3ccc4c(c3)OCCO4)C2)cc1 (stereo not drawn)	2.8%	11.2	-2.5%	i	10.4%	7.3%	1.2%	-18.1	-27.3%
12	O=C(c1ccco1)N1CCN(S(=O)(=O)c2ccc([N+](=O)[O-])cc2)CC1	-3.9%	2.9	-2.3%	-5.2%	14.3%	1.1%	-4.4%	-0.7	7.2%
13	CC(C)C1C(=O)N(Cc2cn(CCC3OCCCO3)nn2)CCS(=O)(=O)N1Cc1ccc(-c2cccc(CO)c2)cc1 (stereo not drawn)	15.3%	17.0	-10.6%	-21.2%	?	1.0%	-1.8%	1.3	5.1%
14	COC(=O)[C@]12CCCCC=C1N(Cc1ccccc1)C(=O)[C@H](CC(=O)NCc1cccc(C(F)(F)F)c1)C2	-1.3%	7.2	?	i	0.0%	-8.9%	23.8%	-4.5	?
15	CCCn1nnc(NC(=O)/C=C/c2cc(Br)ccc2OC)n1	-7.5%	-13.2	26.1%	i	17.6%	19.5%	0.9%	-8.8	10.7%
16	O=C(Nc1c2c(nn1-c1ccc(F)cc1)CSC2)c1ccc(S(=O)(=O)N2CCOCC2)cc1	0.3%	-10.9	6.8%	i	-3.0%	-12.8%	1.9%	-1.4	-1.3%
17	CC(CCCN1CCCC1)Nc1ccnc2cc(Cl)ccc12 (stereo not drawn)	7.3%	-9.3	13.9%	i	-9.4%	?	-0.1%	-10.0	?
18	Cc1ccc2nc(-c3cccc(NC(=O)CSc4ccc(Cl)cc4)c3)oc2c1	.	.	.	-32.7%[inhibitor]	12.0%	-7.1%	.	-0.6	0.8%
19	O=C(NCC1CCCO1)c1ccc(CS(=O)(=O)Cc2ccc(F)cc2)o1 (stereo not drawn)	1.1%	-23.8	0.5%	i	-7.7%	8.8%	0.0%	0.1	0.7%
20	Cc1ccc(-c2nc(N)sc2-c2ccc(C)cc2)cc1	10.7%	-15.9	?	i	?	?	-0.4%	1.7	?
21	Fc1ccc(-c2c[nH]c(=S)n2Cc2ccccc2)cc1	-4.1%	4.3	-0.2%	-47.5%[inhibitor]	29.2%	?	-6.9%	-11.7	?
22	Cc1noc(C)c1CSCC(=O)OCC(=O)Nc1sccc1C#N	-2.6%	14.0	-0.7%	i	4.7%	-16.6%	-6.1%	-5.1	-6.1%
23	COC(=O)C1=C(C)N(Cc2ccccc2)C(=O)N[C@H]1c1cccs1	11.5%	-55.1*	-1.4%	-10.8%	26.5%	9.8%	3.0%	-5.3	-25.6%
24	Nc1nn(-c2ccccc2)c2ccc([N+](=O)[O-])cc12	18.8%	?	-3.2%	-14.1%	2.7%	2.0%	-19.9%	-26.7	101.8%[activator]
25	C#Cc1ccc(C(=O)Nc2cc(C(N)=O)ccc2N2CCOCC2)cc1	7.7%	12.3	1.5%	-10.8%[57.5 µM]	-6.1%	-7.6%	0.8%	5.6	1.7%
26	Cc1nc(SCc2ccccc2)c2oc3ccccc3c2n1	11.1%	-21.2	1.9%	i	-7.8%	19.0%	10.2%	3.4	22.0%
27	COc1ccccc1OCC#CCn1ccnc1	-6.7%	0.0	3.6%	-12.7%	-11.1%	-3.2%	-3.6%	-0.8	3.5%
28	FC(F)(F)c1ccc2c(c1)N1CCCC1CN2 (stereo not drawn)	-0.7%	0.3	-13.2%	i	3.7%	19.0%	-6.4%	5.6	?
29	Cc1nn(C)c(Oc2cccc(Cl)c2)c1C(=O)Nc1ccc(F)cc1F	-4.4%	-8.4	18.4µM*	i	7.5%	-1.2%	-1.0%	0.1	0.0%
30	O=C(CSc1nc(=O)n2ccccc2n1)NCc1ccc2c(c1)OCO2	4.2%	-18.6	19.6%	i	-3.5%	4.5%	0.6%	-3.5	2.6%
31	Cc1ccc(-n2nnnc2SCC(=O)NC2CCCc3ccccc32)c(C)c1 (stereo not drawn)	9.0%	-29.5	?	-44.7%[inhibitor]	?	-7.9%	0.5%	-1.6	10µM*
32	COC(=O)c1cnn(-c2ccccc2)c1-n1cccc1C=O	-1.1%	7.3	-13.4%	-0.5%	-6.1%	14.6%[7.66 µM]	-2.2%	-0.8	15.4%[7.66 µM]
33	c1ccc2c(c1)CSc1sccc1C2=C1CCNCC1	-3.0%	-65.7*	?	-4.3%	0.0%	-27.9%	8.5%	-19.3	?
34	Cc1ccc(N2C(=O)C3Sc4[nH]c(=O)sc4C(c4ccccc4)C3C2=O)cc1 (stereo not drawn)	-24.6%	43.1	20.6%	-2.5%[57.5 µM]	-0.4%	13.7%	-2.4%	-6.6	-16.3%
35	Cc1ccc(NC(=O)c2oc3ccc(S(=O)(=O)N4CCCCC4)cc3c2C)c(C)c1	.	.	-4.1%	-62.2%[inhibitor]	-17.4%	1.4%	.	-8.3	17.8%
36	CC(C)NC(=O)NC(=O)COC(=O)c1cccc(S(=O)(=O)N2CCCCC2)c1	-2.6%	11.6	?	-26.5%	28.4%	10.8%	-8.9%	4.3	6.7%

# Gathered by group, those above containing a CF3 group
nr	Compound	GLP-1R agonist	D3 antag	KB-V1 MDR tox	PTHR1 agonist	TDP-43 yeast inh	GLP1R cytotox	aSyn yeast inh	D3 ag	GLP1R inv ag
4	CC(C)(C)NC(=O)NC(=O)CSc1cccc(C(F)(F)F)c1	-3.0%	-20.2	-22.4%	-21.7%	29.5%	1.4%	9.2%	-3.4	?
14	COC(=O)[C@]12CCCCC=C1N(Cc1ccccc1)C(=O)[C@H](CC(=O)NCc1cccc(C(F)(F)F)c1)C2	-1.3%	7.2	?	i	0.0%	-8.9%	23.8%	-4.5	?
28	FC(F)(F)c1ccc2c(c1)N1CCCC1CN2 (stereo not drawn)	-0.7%	0.3	-13.2%	i	3.7%	19.0%	-6.4%	5.6	?

# (cont.)
nr	Compound	GLP-1R agonist	D3 antag	KB-V1 MDR tox	PTHR1 agonist	TDP-43 yeast inh	GLP1R cytotox	aSyn yeast inh	D3 ag	GLP1R inv ag
37	Cc1noc(C)c1NC(=O)Nc1cccc2c1O[C@@H](CN(C)C(=O)Nc1ccc3c(c1)OCO3)[C@@H](C)CN([C@H](C)CO)C2=O	2.8%	-12.0	-5.5%	i	6.9%	?	-6.7%	-4.5	-3.9%
38	C[C@H](NC(=O)[C@@H]1CCCN1C(=O)[C@@H]1CCCN1)c1ccccc1	10.1%	9.1	-1.4%	-4.8%	6.8%	5.7%	0.0%	-3.1	-0.3%
39	Cc1ccc(S(=O)(=O)NCc2csc(C)n2)cc1	11.4%	-19.4	-2.1%	i	-7.8%	0.4%	-4.3%	-2.2	19.4%
40	CCOc1ccc(C(C(=O)NC(C)(C)C)N(CCOC)C(=O)CCC(=O)Nc2nccs2)cc1 (stereo not drawn)	0.2%	-13.0	7.9%	-22.4%	-11.7%	4.2%	0.3%	-5.2	35.0%[activator]
41	COc1ccc(C(=O)Nc2nc3ccccc3[nH]2)cc1S(=O)(=O)N1CCOCC1	-3.4%	-2.7	?	-63.8%	3.1%	-2.1%	-7.2%	-7.4	2.9%
42	COc1c(C)cccc1C(=O)Nc1cc(-c2nn3c(C)nnc3s2)ccc1C	2.3%	37.3	-2.1%	i	-4.5%	-2.6%	2.6%	6.5	-0.5%
43	O=c1ccn(-c2cccc(C(F)(F)F)c2)nc1-c1ccn(-c2ccccc2)n1	18.5%	4.0	-23.2%	-36.9%[inhibitor][57.5 µM]	1.8%	11.9%	8.0%	2.0	32.3%[activator]
44	CCc1cccc(C)c1NC(=O)Nc1c(Br)cnn1C	-6.4%	-13.0	-19.1%	i	-4.8%	2.4%	-2.5%	-1.0	-0.5%
45	O=C(NC1CCCCC1)C(c1cccnc1)N(C(=O)CCl)c1ccccc1Cl (stereo not drawn)	2.6%	-10.8	?	i	-11.8%	-13.3%	0.8%	-15.8	1.58µM*
46	Cc1ccc(CNC(=O)[C@@H](NC(=O)Cc2ccccc2)C(C)C)cc1	-1.0%	4.1	-12.4%	i	-23.6%	-2.3%	-4.4%	-1.5	?

# A portion of the library; count on the stated rates, not on these rows.
